NF-kB expr up – NF-kB expression increase, human neuronal cells. NF-kB reporter expression; active compounds read high. AID 1239. fold change at 12.5 µM. actives 1.6% (n = 190,000); in the data active means fold change above about 3.3
STAT1 activator – increases IFN-gamma driven STAT1 reporter signal; AID 932; actives 2.6% (n = 200,000); NIH 3T3 STAT1-luciferase reporter, luminescence; 100% = IFN-gamma alone, no compound; activation (% of control), % at 5.5 µM;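 active means activation above the screen-wide mean activation plus 3 SD, cut at about 130% in these data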;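 further: raw ratio to IFN-gamma control signal so 100% means no change and 0% no light; values of inactives mirror those of a sister screen read the other way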
STAT3 activator – STAT3 signaling activation | U3A cells, IL-6 STAT3-luciferase reporter, luminescence; 100% = signal with IL-6 EC80 alone | activation (% of control), % at 5.6 µM | AID 871 | actives 0.91% (n = 190,000);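 active means activation above the screen-wide mean of compound activation plus 3 SD, cut at about 130% in these data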;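 further: 0% = background luminescence of wells with medium and substrate only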
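Material: STAT1-lacking human U3A cells, STAT3 luciferase reporter | Benchmarks: IL-6-only wells as 100% reference | Probe or stimulus: IL-6 (33 ng/mL) | Timing: Compound 1 h, then IL-6 6 h at 37 °C | Detection: Luminescence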
STAT1 inh – inhibitors of IFN-gamma induced STAT1 signaling; actives 0.35% (n = 200,000); NIH 3T3 STAT1-luciferase reporter, luminescence; AID 920; inhibition, % at 5.5 µM;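 active means inhibition above a set limit, the mean inhibition across all tested compounds plus 3 SD, cut at about 34% in these data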;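 further: 0% = IFN-gamma with DMSO and 100% = IFN-gamma with 300 µM nifuroxazide; values of inactives mirror those of a sister screen read the other way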
ROMK primary – human ROMK K+ channel modulation, primary screen; Tet-inducible ROMK, thallium flux fluorescence; actives lie on both sides; P48048; actives 2% (n = 130,000); B-score at 10 µM;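 active means signal ratio slope over the read window, or its plate-corrected B-score, at least 3 SD from the plate mean, either direction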;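 further: B-score of the F/F0 ratio slope over 7 to 12 s after thallium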
Target sequence (P48048 whole entry, looked up): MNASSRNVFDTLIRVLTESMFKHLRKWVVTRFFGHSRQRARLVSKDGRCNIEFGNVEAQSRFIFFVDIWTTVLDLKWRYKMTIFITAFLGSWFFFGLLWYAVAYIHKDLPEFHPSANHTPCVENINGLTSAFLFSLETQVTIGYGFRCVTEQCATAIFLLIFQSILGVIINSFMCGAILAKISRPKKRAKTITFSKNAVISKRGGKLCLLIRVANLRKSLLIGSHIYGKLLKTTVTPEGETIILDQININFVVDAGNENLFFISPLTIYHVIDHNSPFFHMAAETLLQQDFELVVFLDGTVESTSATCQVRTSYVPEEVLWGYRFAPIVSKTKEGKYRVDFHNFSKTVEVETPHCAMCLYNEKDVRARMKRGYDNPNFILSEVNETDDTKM
APP 5'UTR act – activates APP 5'UTR luciferase reporter; AID 1276; SH-SY5Y APP 5'UTR luciferase reporter, luminescence; zero percent = DMSO vehicle wells; activation, % at 2 µM; actives 1% (n = 190,000);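 active means activation above a set limit, based on mean plus 3 SD of controls, cut at about 140% in these data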; further: values of inactives mirror those of a sister screen read the other way
APP 5UTR inh – APP translation inhibition; actives 0.82% (n = 190,000); SH-SY5Y APP 5'UTR-luciferase reporter, luminescence; AID 1285; inhibition, % at 2 µM;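 active means inhibition above a set limit, derived from the sample mean plus 3 SD, cut at about 45% in these data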; further: values of inactives mirror those of a sister screen read the other way
STAT3 inh – reduces IL-6 driven STAT3 reporter signal; inhibition, % at 5.5 µM; U3A cells, IL-6 STAT3-luciferase reporter, luminescence; host cell line lacks STAT1; actives 0.89% (n = 190,000); AID 862;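 active means inhibition above the mean inhibition across all screened compounds plus 3 SD, cut at about 44% in these data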;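 further: 0% = DMSO only wells and 100% = 100 µM nifuroxazide control wells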
FLuc act counter – firefly luciferase counter-screen for stimulation assays; AID 1027; ATPlite luciferase biochemical, luminescence, 10 min; 0 = ATP-free wells, 1 = DMSO control; 200,000 tested, under 10 active; P08659; activation factor at 10 µM;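 active means luciferase activation factor, scaled between plate controls, of at least 2 with compound at 10 µM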
Target sequence (P08659 whole entry, looked up): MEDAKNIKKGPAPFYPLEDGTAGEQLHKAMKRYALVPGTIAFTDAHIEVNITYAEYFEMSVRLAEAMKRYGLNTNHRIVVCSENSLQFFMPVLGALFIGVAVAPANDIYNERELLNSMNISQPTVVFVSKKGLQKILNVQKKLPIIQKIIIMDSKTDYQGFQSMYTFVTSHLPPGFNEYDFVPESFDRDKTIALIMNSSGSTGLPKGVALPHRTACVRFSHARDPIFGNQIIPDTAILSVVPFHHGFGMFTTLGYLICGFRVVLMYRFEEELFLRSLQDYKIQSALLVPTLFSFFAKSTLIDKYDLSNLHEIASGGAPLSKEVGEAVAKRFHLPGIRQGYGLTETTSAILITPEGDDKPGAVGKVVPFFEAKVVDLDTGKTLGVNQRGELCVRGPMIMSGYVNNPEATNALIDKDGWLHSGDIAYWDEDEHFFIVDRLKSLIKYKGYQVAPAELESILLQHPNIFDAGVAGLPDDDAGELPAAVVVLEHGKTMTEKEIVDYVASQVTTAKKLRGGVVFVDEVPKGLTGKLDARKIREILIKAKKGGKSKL
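Material: Luciferase/luciferin reagent mix; Doses: test compounds dosed from 2 mM stocks in 100% DMSO; Schedule: 10 min incubation after luciferase reagent addition, room temperature; Measured by: luminescence from luciferase reaction; Read-out: luminescence gain marking luciferase activators.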
FLuc inh counter – inhibits firefly luciferase, flagging false hits in luciferase inhibition screens | actives 1.5% (n = 200,000) | P08659 | inhibition, % at 10 µM | ATPLite firefly luciferase biochemical luminescence, 10 min | AID 1006;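 active means inhibition above about 50% when tested at 10 µM, limit read from the data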
Starred values were filed as active, the others as inactive; / = not tested or not shown. Compounds were not picked by outcome. About 7.1% of those tested had a hit in this group.

SMILES | NF-kB expr up | STAT1 activator | STAT3 activator | STAT1 inh | ROMK primary | APP 5'UTR act | APP 5UTR inh | STAT3 inh | FLuc act counter | FLuc inh counter
COc1ccc(C(=O)OCC(=O)NCC2CCCO2)cc1[N+](=O)[O-] (configuration not stated) | 1 | 106 | 105 | -10 | -0.0005 | 8 | -8 | -5 | 1 | -1
CN(c1ccc(OCC(=O)N2CCCCC2)cc1)S(=O)(=O)c1cccs1 | 0.92 | 99 | 97 | 0 | / | 12 | -12 | 10 | 1.1 | -8
C(=C\c1ccccc1)/CSc1nnc(-c2ccccc2)n1Cc1ccco1 | 1.5 | 99 | 102 | 2 | / | -17 | 17 | 0 | 1 | 0
Cc1ccc(-c2cc3nc(-c4ccccc4)cc(N4CCOCC4)n3n2)cc1 | 1.1 | 102 | 94 | -3 | 0.56 | 0 | 0 | 9 | 1 | 0
N#CC1=C(N)SC(N)=C(C#N)C1c1c(Cl)cccc1Cl | 2.1 | 105 | 109 | -6 | -2 | 1 | -1 | -8 | 1 | 4
Cc1ccccc1OCc1nc2ccccc2c(=O)n1/N=C/c1c[nH]c2ccccc12 | 0.65 | 101 | 111 | -1 | 0.4 | 6 | -6 | -12 | 1.1 | -7
COC(=O)c1cc(OC)c(OC)cc1NC(=O)c1cc(-c2ccccc2)nc2ccccc12 | 0.95 | 103 | 97 | -3 | -0.017 | 11 | -11 | 5 | 1.1 | -5
COc1ccc(C(=O)N2N=C3CC(C)(C)OCC3C2c2ccccc2)cc1 (configuration not stated) | 0.95 | 96 | 104 | 5 | -2.3 | -16 | 16 | -1 | 1.1 | -8
CC(CCc1ccccc1)NC(=O)CCCCCNc1nc(=S)[nH]c2ccccc12 (configuration not stated) | 1 | 88 | 102 | 13 | 1 | -4 | 4 | 0 | 1 | -4
CC(NC(=O)c1ccccc1Cl)c1nnc(SCC(=O)Nc2ccc(C(=O)O)cc2)n1C (configuration not stated) | 1.3 | 103 | 100 | -2 | 0.24 | -6 | 6 | 1 | 1 | -5
Cc1cc2oc(=O)c3c(c2cc1OCc1nn[nH]n1)CCCC3 | 1.1 | 96 | 100 | 4 | 0.99 | -4 | 4 | 3 | 1 | -5
COC(=O)COc1ccc(S(=O)(=O)Nc2ccc3c(c2)OCO3)cc1 | 1.1 | 93 | 106 | 7 | / | 12 | -12 | -4 | 1 | 0
CCCCCC[n+]1c(-c2ccccc2)csc1Nc1ccccc1 | 1.3 | 103 | 95 | -3 | -0.32 | 2 | -2 | 4 | 1 | -2
CCN1C(=O)/C(=C\c2ccc(F)cc2)N=C1SCC(=O)NCc1ccco1 | 1 | 104 | 99 | -4 | 1.4 | -11 | 11 | 1 | 1 | -5
O=C(Cc1ccc(-c2ccccc2)cc1)NNC(=S)NCc1ccco1 | 1 | 80 | 95 | 20 | -0.43 | 10 | -10 | 14 | 1 | 0
Cc1ccc(S(=O)(=O)N2CCN(C(=O)CSc3nc4ccccc4c(=O)[nH]3)CC2)c(C)c1 | 1 | 94 | 100 | 6 | / | -5 | 5 | 4 | 1 | -4
C=CCNC(=O)c1onc(CSc2ccc(F)c(F)c2)c1C(=O)O | 1 | 89 | 104 | 12 | / | 33 | -33 | -3 | 1 | 1
Cn1ccc(C(=O)OCC(=O)Nc2cccc3ccccc23)n1 | 0.89 | 99 | 98 | -1 | -0.016 | 14 | -14 | 5 | 1.1 | -9
O=c1c2cnn(-c3ccccc3)c2ncn1/N=C/c1ccncc1 | / | 93 | 94 | 7 | -0.087 | 4 | -4 | 10 | / | /
COc1ccc(NC(=O)Cn2nnc(-c3ccccc3NC(=O)c3cccs3)n2)cc1 | 1.5 | 102 | 89 | -3 | / | 0 | 0 | 16 | 1 | 0
CCCC(=O)c1cc(F)c(N2CCN(CCC#N)CC2)cc1C | 1.7 | 91 | 99 | 9 | / | -14 | 14 | 4 | 1 | -4
CC1CCN(CCCNC(=O)C2CCN(S(=O)(=O)N3CCCCC3)CC2)CC1 | 1.2 | 98 | 101 | 2 | 0.086 | -2 | 2 | 6 | 1.1 | -10
CCOC(=O)c1sc(C)c2c(=O)n(CCc3ccccc3)nnc12 | 1.1 | 103 | 101 | -4 | -1 | 2 | -2 | 7 | 1.1 | -6
COC(=O)c1ccccc1S(=O)(=O)NC(=O)c1ccccc1 | 0.92 | 104 | 102 | -3 | 0.32 | 1 | -1 | -1 | 1.1 | -5
Cc1cc(C)c(C)c(S(=O)(=O)NCc2ccc(C(=O)N3CCCCC3)cc2)c1C | 0.85 | 91 | 96 | 8 | / | 0 | 0 | 8 | 1.1 | -5
O=C1CCC(=O)N1CN(C(=O)c1ccco1)c1ccccc1 | 0.96 | 106 | 98 | -6 | / | -2 | 2 | 6 | 1.1 | -10
O=c1[nH]c2ccc(N=Cc3c(O)ccc4cc(Br)ccc34)cc2[nH]1 | 1.5 | 92 | 93 | 9 | -0.6 | -6 | 6 | 11 | 1.1 | -5
Cn1c(SCC(=O)NCc2ccco2)nnc1-c1ccc(S(=O)(=O)N2CCOCC2)cc1 | 1 | 98 | 104 | 2 | 0.11 | 26 | -26 | -1 | 1.1 | -8
CC(=O)Nc1ccc(NC(=O)c2c(C)nc3ccccn23)cc1 | 1.4 | 100 | 98 | 0 | 0.19 | -1 | 1 | 4 | 1 | -3
CNc1nc(C)c(C#N)cc1C(C)=O | 1.2 | 104 | 103 | -4 | 0.21 | 12 | -12 | 1 | 1.1 | -9
Cc1cc(N)nc2nc(C(F)(F)F)nn12 | 1.3 | 106 | 83 | -8 | -0.81 | 9 | -9 | 28 | 1 | 2
COCCNC(=O)CSc1nc2ccc(N3CCOCC3)cc2c(=O)n1CCc1ccccc1 | 1 | 103 | 92 | -4 | / | 4 | -4 | 15 | 1 | 0
O=C(CN1C(=O)CCC1=O)Nc1nc2c(F)cc(F)cc2s1 | / | 98 | 103 | 2 | / | -11 | 11 | 1 | / | /
NC(=O)c1c(NC(=O)CSc2nc3c(c(C(F)(F)F)n2)CCc2ccccc2-3)sc2c1CCCC2 | 1 | 100 | 103 | 3 | / | -1 | 2 | 6 | 1.1 | -6
CC(=O)OC1COC(N2CCc3cc(Br)c([N+](=O)[O-])cc32)C(OC(C)=O)C1OC(C)=O (configuration not stated) | 0.94 | 108 | 98 | -9 | -1.3 | -5 | 5 | 3 | 1 | -4
Cc1ccc(N2C(=O)CN(Cc3cccs3)C2=S)cc1C | 1.1 | 108 | 97 | -11 | 0.44 | -21 | 21 | 6 | 1 | -3
COc1ccc(N(C)C(=O)c2cnc(N3CCN(c4ncccn4)CC3)c3ccccc23)cc1 | 0.59 | 99 | 100 | 1 | / | 4 | -4 | 4 | 1.1 | -6
Cn1ccnc1Sc1ccc(C(N)=O)cc1[N+](=O)[O-] | 1.1 | 93 | 102 | 6 | 0.016 | 3 | -3 | -1 | 1.1 | -7
Cc1ccc(CN2CCN(Cc3ccc4ncccc4c3)CC2CCO)cc1 (configuration not stated) | 1.2 | 95 | 102 | 6 | 0.054 | 5 | -5 | 4 | 1 | 5
COc1ccc(N2CCN(C(=O)CSc3ncnc4scc(-c5ccc(C)cc5)c34)CC2)cc1 | / | 101 | 106 | -2 | / | 8 | -8 | 3 | / | /
O=C(CSc1nnc(-c2cccc(S(=O)(=O)N3CCCC3)c2)n1-c1ccccc1)Nc1ccc(C(=O)O)cc1 | 0.96 | 96 | 104 | 5 | 0.026 | -12 | 12 | 1 | 1.1 | -10
CCCNC(=O)c1ccc(N(Cc2ccccc2)S(C)(=O)=O)cc1 | 1.6 | 102 | 96 | -2 | 0.0067 | 6 | -6 | 2 | 1 | -4
Cc1ccc(NC(=O)c2ccccc2)cc1 | 3.5* | 135* | 100 | -40 | / | 97 | -97 | 2 | 0.6 | 43
CCOP(=O)(O)c1cccc(OCCOCCOc2cccc(P(=O)(O)OCC)c2)c1 | 1.6 | 99 | 96 | 0 | 0.18 | -9 | 9 | 6 | 1.1 | -5
COc1ccc(C(=O)Nc2ccc(-c3nnn(CC(=O)N4CCN(C(=O)c5ccco5)CC4)n3)cc2)cc1 | 1.1 | 106 | 100 | -8 | 0.25 | -7 | 7 | 5 | 1 | 1
CCCCNC(=S)N(C)/N=C/c1ccccc1C(=O)O | 1.1 | 99 | 91 | 1 | -0.49 | 3 | -2 | 8 | 1 | -4
COc1ccc(N=C2NN=C(c3c(C)[nH]c4ccccc34)CS2)cc1 | 1.1 | 96 | 100 | 5 | -0.33 | 14 | -14 | 0 | 1 | 0
O=C(N/N=C/c1ccccn1)c1cccs1 | 1.2 | 132* | 93 | -36 | -0.046 | 18 | -18 | 19 | 0.7 | 33
Cc1ccc(Nc2nc3c(c(=O)[nH]c(=O)n3C)n2Cc2ccc(F)cc2)cc1 | 0.95 | 93 | 89 | 7 | / | -2 | 2 | 14 | 1 | 1
O=C(O)CCC(=O)N1N=C(c2cccs2)CC1c1cn(-c2ccccc2)nc1-c1ccccc1 (configuration not stated) | 1.2 | 103 | 94 | -3 | / | 4 | -4 | 14 | 1 | -2

Compound profiles, from the list above. Screens in order: NF-kB expr up | STAT1 activator | STAT3 activator | STAT1 inh | ROMK primary | APP 5'UTR act | APP 5UTR inh | STAT3 inh | FLuc act counter | FLuc inh counter
COc1ccc(N=C2NN=C(c3c(C)[nH]c4ccccc34)CS2)cc1 in the list: 1.1 | 96 | 100 | 5 | -0.33 | 14 | -14 | 0 | 1 | 0
CCOP(=O)(O)c1cccc(OCCOCCOc2cccc(P(=O)(O)OCC)c2)c1 in the list: 1.6 | 99 | 96 | 0 | 0.18 | -9 | 9 | 6 | 1.1 | -5

(cont.)
SMILES | NF-kB expr up | STAT1 activator | STAT3 activator | STAT1 inh | ROMK primary | APP 5'UTR act | APP 5UTR inh | STAT3 inh | FLuc act counter | FLuc inh counter
CCOc1ccc(CN2CCN(Cc3cccn3-c3cccnc3)CC2CCO)cc1 (configuration not stated) | 1 | 91 | 102 | 8 | -0.016 | -4 | 4 | -2 | 1 | -4
O=C(c1ccccc1)c1nn(-c2ccc(Cl)cc2)cc1C(=O)c1cc2ccccc2oc1=O | 0.99 | 101 | 136* | -1 | -1.3 | 6 | -6 | -34 | 1 | -5
Cc1ccc(-c2sc(C)nc2CC(=O)O)cc1 | 1.2 | 105 | 95 | -6 | / | 11 | -11 | 15 | 1 | 1
CCCCn1c(CN2CCN(CCO)CC2)nc2ccccc21 | 1.2 | 97 | 98 | 4 | 0.017 | 9 | -9 | 6 | 1 | -1
CCOc1ccc(NC(=O)CN(C)CC(=O)Nc2ccc(F)c(F)c2F)cc1OCC | 0.96 | 96 | 109 | 4 | -1.1 | 4 | -4 | -4 | 1.1 | -8
CCc1ccc2[nH]c(O)c(N=Nc3nc(-c4ccccc4)cs3)c2c1 | 1.1 | 111 | 89 | -12 | / | -13 | 13 | 16 | 1.1 | -8
NNc1nc2sc3c(c2c(=O)[nH]1)CCc1ccccc1-3 | 1.1 | 87 | 119 | 15 | -0.38 | 1 | -1 | -24 | 1.1 | -6
O=C(Nc1ncc2c(n1)-c1ccccc1CC2)c1cccc(Cl)c1 | 1.1 | 101 | 86 | -1 | / | / | / | 22 | 1.1 | -6

Screens deposited in PubChem by several laboratories.
